# Source: PubChem BioAssay
# EPAC1 antag: EPAC1 (human) antagonism; Potency, µM (series often up to 115 µM), for the others: top-dose activity change, negative = inhibition, most hits filed as inhibitors; actives 0.14% (n = 360,000); O95398; EPAC1 GEF assay, Rap1b-BODIPY-GDP exchange fluorescence;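 note: potency is the fitted concentration of half-maximal effect; plate controls were vehicle for no effect and positive control for full effect; nearly all actives have a fitted effect of over 50% in size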
# FUS yeast rescue: FUS proteinopathy suppression in yeast | S. cerevisiae FUS-expressing, growth rescue, OD600, 24 h | Potency, µM (series often up to 76.6 µM), for inactives: top-dose growth rescue (activation), actives largely listed as activators | actives 0.24% (n = 390,000) | AID 1347120;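 note: potency is the fitted concentration of half-maximal effect; plate controls were DMSO vehicle for no effect and reference control for full effect; nearly all actives have a fitted effect of over 55% in size; some results filed as inactive show a strong effect at the top dose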
#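 Read-out: OD at 600 nm after 24hr at 30C, reporting rescue of FUS-induced yeast toxicity. Cells at OD 0.005 in galactose (2%) minimal medium; compounds tested in a dilution series; CP55940 titration from 92uM final as control.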
# Abeta yeast res: restores growth of yeast expressing A-beta42 peptide; yeast expressing A-beta42, growth rescue, OD600, 48 h; response scale: 0% DMSO, 100% iron-clioquinol control; Potency, µM (doses to about 46.1 µM), without a hit: at the highest dose growth rescue, usual class: activators; actives 0.063% (n = 410,000); note: potency is the fitted concentration of half-maximal effect; nearly all actives have a fitted effect of over 55% in size
#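 Growth rescue measured by 600 nm absorbance after 48 h yeast culture at 30 C with compound. Values normalized between DMSO and an equimolar ferric chloride plus clioquinol control.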
# PLK1 PBD block: blocks phosphopeptide binding to human PLK1 polo-box domain; actives 2.8% (n = 360,000); Potency, µM, for the others: max response, negative = inhibition, hits mostly inhibitors; AID 720504; Plk1 PBD binding of FITC phosphopeptide, fluorescence polarization; P53350; note: potency is the fitted concentration of half-maximal effect; series mostly up to about 57 µM; % is set by controls: 0 for no effect and ±100 for the full control effect; nearly all actives have a fitted effect of over 65% in size
# Target sequence (P53350 whole entry, looked up, the tested form may be a part): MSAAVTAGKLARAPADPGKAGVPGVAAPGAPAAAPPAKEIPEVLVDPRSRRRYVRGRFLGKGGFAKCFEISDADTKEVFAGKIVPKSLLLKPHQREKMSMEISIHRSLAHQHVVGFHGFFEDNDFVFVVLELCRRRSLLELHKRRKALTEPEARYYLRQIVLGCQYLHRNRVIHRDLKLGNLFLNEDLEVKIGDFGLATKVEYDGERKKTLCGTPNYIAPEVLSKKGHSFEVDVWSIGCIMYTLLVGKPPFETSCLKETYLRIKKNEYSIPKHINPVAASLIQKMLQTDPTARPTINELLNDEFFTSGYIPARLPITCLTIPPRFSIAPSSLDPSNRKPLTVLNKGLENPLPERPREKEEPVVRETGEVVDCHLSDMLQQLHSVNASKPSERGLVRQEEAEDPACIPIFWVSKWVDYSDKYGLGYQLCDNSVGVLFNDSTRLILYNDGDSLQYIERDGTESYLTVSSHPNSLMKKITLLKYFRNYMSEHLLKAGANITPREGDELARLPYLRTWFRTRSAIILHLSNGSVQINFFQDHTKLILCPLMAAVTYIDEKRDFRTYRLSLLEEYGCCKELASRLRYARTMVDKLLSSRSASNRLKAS
# WRN helicase inh: blocks human WRN helicase; AID 651768; Potency, µM (highest dose often 114 µM), for inactives: at the top dose activity change, negative = inhibition, actives largely listed as inhibitors; actives 0.46% (n = 360,000); Q14191; WRN helicase unwinding, fluorescent forked duplex, kinetic; note: potency is the fitted concentration of half-maximal effect; % is set by controls: 0 for no effect and ±100 for the full control effect; nearly all actives have a fitted effect of over 55% in size
#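 Primary qHTS, 1536-well format. 20 nM WRN + compound, 15 min RT; start with 100 nM forked fluorophore/quencher duplex, 2 mM ATP (final); kinetic read ex 525/em 598 nm.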
# IL2 activator: activates IL-2 in a cell-based reporter assay | activation, % (series mostly up to about 46 µM) | actives 0.065% (n = 360,000) | IL-2 activation reporter assay, cell-based qHTS; stimulated with anti-CD3/CD4/CD28 beads; in transgenic mouse T cells; in the data active = activation above about 50%; inconclusive = mostly about 30% to 49%; note: 0% is about no effect
#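 EGFP and DsRed fluorescence is measured by plate cytometry in unstimulated transgenic mouse T cells exposed to compound for 60 minutes, then stimulated 18 hours at 37 degrees C with anti-CD3/anti-CD4 beads plus anti-CD28.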
# EPAC1 agonist: activates human EPAC1 exchange factor; EPAC1 agonist qHTS, biochemical assay; response scale: 100% = response to 6.5 mM cAMP; Potency, µM (highest dose often 154 µM), without a hit: at the top dose activation, usual class: activators; O95398; actives 0.073% (n = 360,000); AID 720707; note: potency is the fitted concentration of half-maximal effect; nearly all actives have a fitted effect of over 60% in size
#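 Nucleotide exchange by EPAC1 (100 nM) on Rap1B–BODIPY-GDP (250 nM) in the presence of 50 uM GDP is tracked fluorescently at 480/540 nm over 30 min. Signals are normalized to a 6.5 mM cAMP control.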
# PI5P4Ka inh: PI5P4K alpha (human) kinase inhibition | P48426 | PI5P4Kalpha enzyme, ADP-Glo luminescence, 60 min; hits give low values | actives 1.2% (n = 330,000) | max response, %; active = max response of -50% or lower; inconclusive = between -30% and -50%; inactive = -30% or higher; note: value at the top dose of about 77 µM; % is set by controls: 0 for no effect and ±100 for the full control effect
# Target sequence (P48426 whole entry, looked up): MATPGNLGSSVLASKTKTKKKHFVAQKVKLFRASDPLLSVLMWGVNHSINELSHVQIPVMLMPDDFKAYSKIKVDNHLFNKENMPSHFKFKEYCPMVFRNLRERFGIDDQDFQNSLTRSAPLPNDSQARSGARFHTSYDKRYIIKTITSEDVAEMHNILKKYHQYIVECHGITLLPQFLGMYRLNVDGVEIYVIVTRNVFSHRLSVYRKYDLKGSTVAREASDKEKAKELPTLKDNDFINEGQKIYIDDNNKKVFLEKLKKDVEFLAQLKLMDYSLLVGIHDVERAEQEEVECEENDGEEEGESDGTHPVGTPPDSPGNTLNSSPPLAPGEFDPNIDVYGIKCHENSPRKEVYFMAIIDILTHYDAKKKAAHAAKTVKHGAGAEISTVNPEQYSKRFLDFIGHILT
#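 Quantitative HTS of the MLSMR library against PI5P4Kalpha with substrate. ATP added last at 5 microM final; room temperature, 60 minutes. Remaining ATP depleted, ADP converted and read as luminescence.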
# * hit, by the source's call; u = inconclusive; x = no result given; [ ] = another dose, or the depositor's remark. Unless noted, calls come from the whole dose curve; as a rule, active = well fitted curve in the direction sought with a large enough effect; inconclusive = small, poorly fitted or top-dose-only effect, or another doubt; inactive = no such curve, though single readings can be large; an effect the other way counts as inactive or inconclusive.
# The first six entries as a preview:
SMILES,EPAC1 antag,FUS yeast rescue,Abeta yeast res,PLK1 PBD block,WRN helicase inh,IL2 activator,EPAC1 agonist,PI5P4Ka inh
COc1ccc2nc(NC(=O)c3cccs3)sc2c1,24%,4%,-40%[inhibitor],-3%,9%,-3.0,-10%,-17
CCO/N=C(/C)c1c(O)cc(-c2ccccc2)n(-c2ccccc2)c1=O,5%,16%,4%,u,-1%,-1.7,3%,-7
CCN(CC)S(=O)(=O)c1ccc(OC)c(NC(=O)c2cc([N+](=O)[O-])ccc2N2CCOCC2)c1,14%,5%,-5%,1%,11%,-4.0,-11%,1
C/C(=N\NC(=O)CNC(=O)c1cccnc1)c1cccc(O)c1,1%,-21%,-11%,u,3%,0.5,-11%,-3
Cc1ccc(S(=O)(=O)c2nc(-c3ccco3)oc2NCC2CCCO2)cc1 (stereo not given),4%,x,1%,-6%,-27%,0.5,8%,-17
CCOc1ccc(N2C(=O)/C(=C/c3cccs3)N(C)C2=S)cc1,3%,x,-21%,-2%,11%,0.3,-1%,0

# This part in full, previewed entries included:
SMILES,EPAC1 antag,FUS yeast rescue,Abeta yeast res,PLK1 PBD block,WRN helicase inh,IL2 activator,EPAC1 agonist,PI5P4Ka inh
COc1ccc2nc(NC(=O)c3cccs3)sc2c1,24%,4%,-40%[inhibitor],-3%,9%,-3.0,-10%,-17
CCO/N=C(/C)c1c(O)cc(-c2ccccc2)n(-c2ccccc2)c1=O,5%,16%,4%,u,-1%,-1.7,3%,-7
CCN(CC)S(=O)(=O)c1ccc(OC)c(NC(=O)c2cc([N+](=O)[O-])ccc2N2CCOCC2)c1,14%,5%,-5%,1%,11%,-4.0,-11%,1
C/C(=N\NC(=O)CNC(=O)c1cccnc1)c1cccc(O)c1,1%,-21%,-11%,u,3%,0.5,-11%,-3
Cc1ccc(S(=O)(=O)c2nc(-c3ccco3)oc2NCC2CCCO2)cc1 (stereo not given),4%,x,1%,-6%,-27%,0.5,8%,-17
CCOc1ccc(N2C(=O)/C(=C/c3cccs3)N(C)C2=S)cc1,3%,x,-21%,-2%,11%,0.3,-1%,0
Cc1nn(-c2ccccc2)c(C)c1NC(=O)COC(=O)c1cc(Cl)ccc1O,-24%,6%,-22%,-8%,-9%,-0.9,-25%,4
CCOc1ccc(NC(=O)Nc2cc(C(=O)O)ccc2N2CC3CC(C2)c2cccc(=O)n2C3)cc1 (stereo not given),2%,19%,15%,u,8%,-1.3,9%,0
Cc1ccccc1N1CC(C(=O)NC2CCCC2)CC1=O (stereo not given),-7%,15%,-2%,u,-6%,-1.3,-6%,3
O=C(Nc1ccc(Cl)cc1C(=O)N1CCCC1)c1cccc([N+](=O)[O-])c1,1%,6%,-16%,-6%,-4%,-2.6,-7%,-9
O=C(COc1ccccc1Cl)NC(=O)NC1CCCC1,-2%,2%,u,-9%,-8%,-0.9,17%,x
O=C(CNS(=O)(=O)c1ccc(Br)s1)N1CCC(N2CCCCC2)CC1,13%,5%,-3%,0%,6%,-0.4,-8%,4
Cc1ccc(S(=O)(=O)NCC(=O)OCC(=O)Nc2ccc3c(c2)OCCO3)cc1,-24%,-4%,15%,-3%,5%,1.0,0%,-1
CCN(C(=O)COC(=O)CNC(=O)C1CCCCC1)c1ccccc1,7%,5%,0%,2%,-1%,-2.5,3%,3
C=CC[C@@H](CC(=O)N(CCO)Cc1ccccc1)C(=O)NCCOC(=O)[C@@H](CC=C)Cc1ccc(F)cc1,-10%,39%,0%,-4%,-1%,-0.5,-13%,17
OCCN1CCN(CCSc2ccccc2)CC1,7%,-4%,-23%,3%,-1%,3.3,4%,0
O=C(NC1CCCCC1)C(c1ccc(C(F)(F)F)cc1)n1c(=O)c(-c2ccccc2)nc2ccccc21 (stereo not given),-29%,u,7%,-4%,-9%,-0.6,-8%,6
O=C(Nc1ccccc1C(=O)NCc1ccco1)c1ccccc1,14%,1%,-32%,-5%,-18%,0.8,-8%,7
CCOc1ccc(S(=O)(=O)NCCC(=O)NCc2cccnc2)cc1,-3%,-7%,2%,-6%,0%,-3.6,-3%,-4
CCSc1nc2ccccc2n1CCC(=O)O,-1%,-11%,6%,0%,-4%,-0.1,13%,3
COc1ccc(C2C=C(C)Nc3nc4ccccc4n32)cc1 (stereo not given),2%,44%,-12%,-24%,-7%,-0.1,-2%,-12
O=C(NCc1ccccc1)c1ccccc1OCC(=O)N1CCCCC1,-14%,3%,12%,-1%,-9%,-0.1,5%,2
O=C1CC(c2ccccc2)Cc2nc(N3CCc4ccccc43)ncc21 (stereo not given),-3%,2%,3%,2%,-8%,-0.7,-1%,x
Cc1nc(N2CCN(c3ccccn3)CC2)c2c(C)c(C(=O)Nc3ccc(Cl)cc3)sc2n1,-11%,-18%,-17%,-5%,4%,0.3,0%,-2
Cc1ccc(S(=O)(=O)N(CC(=O)N/N=C/c2ccccc2C(=O)O)c2cc(Cl)cc(Cl)c2)cc1,7%,22%,1%,42µM*,-11%,-0.7,3%,3
Cc1cc(N2CCOCC2)c2c(N)c(Br)cc(C)c2n1,-16%,-4%,4%,-10%,-31%,3.7,11%,-1
CN(Cc1ccc(Cl)cc1Cl)C(=O)CCNC(=O)c1ccco1,1%,-14%,-11%,-1%,7%,1.5,-7%,1
COc1cccc(C(=O)NN2CC(O)=C(c3nc(C)cs3)C2=N)c1,-27%,19%,5%,2%,-6%,3.0,0%,0
C(C#CCN1CCOCC1)#CCN1CCOCC1,-17%,-7%,-18%,-6%,-1%,1.2,7%,8
CN(C(=O)COC(=O)c1cccc(F)c1)c1ccccc1,-3%,-16%,-13%,-28%,16%,-2.7,-3%,-8
c1cc2c(cc1-c1[nH]ncc1CN1C[C@H]3CC[C@H]1C3)OCO2,-25%,1%,-2%,3%,0%,4.1,-6%,1
COc1ccc(N(CC(=O)NC2CCCCC2)C(=O)CNC(=O)c2cccs2)cc1,-2%,-3%,2%,8%,-6%,-0.2,-3%,-5
Cc1cc(C)n2nc(C(=O)OCC(=O)Nc3ccc(C)c(S(=O)(=O)N(C)C)c3)nc2n1,10%,x,-6%,-6%,-1%,-1.3,10%,-28
Cc1nc(-c2ccc(S(=O)(=O)Nc3ccccc3C)cc2)co1,-9%,-13%,-22%,-11%,3%,-0.6,-11%,4
CCC(=O)N1CCN(c2nc(-c3ccccc3)c3c(c2C#N)CCCC3)CC1,5%,45%,-23%,-10%,-6%,-3.5,22%,x
Cc1ccc(NC(=O)CN2CCOCC2)cc1Cl,0%,-5%,-3%,-18%,8%,1.5,8%,3
COC(=O)c1sc(C(F)(F)F)c(-c2ccccc2)c1S(=O)(=O)N1CCCC1,-8%,17%,16%,-4%,-32%,-0.6,7%,13
CN(C)C(=O)N1CCN(C(=O)c2ccccc2Sc2ccccc2C#N)CC1,10%,6%,4%,-3%,-13%,-0.4,-4%,x
CC(C)CC1=NC(C(F)(F)F)(C(F)(F)F)c2c(n(CC(C)C)c(=O)[nH]c2=O)N1,-2%,-20%,-6%,-14%,6%,-0.8,-6%,-12
Cn1c(=O)c2c(SCc3cccnc3)nc(CC(C)(C)C)nc2n(C)c1=O,u,14%,-10%,-7%,-9%,-3.4,-11%,5
CCCCC1C2C(=O)N(c3ccc(C)cc3)C(=O)C2ON1c1ccccc1 (stereo not given),-13%,24%,u,0%,-3%,-0.2,-6%,5
CCS(=O)(=O)C1=NSC2=NC(=O)/C(=C\c3ccc(OS(=O)(=O)c4ccccc4)c(OC)c3)C(=N)N21,-17%,38%,x,27µM*,-21%,0.0,-6%,-67*
O=C(CCCN1C(=O)/C(=C\c2cccs2)SC1=S)Nc1ccc(O)cc1C(=O)O,-17%,-16%,-5%,-4%,-13%,0.2,-6%,u
COc1ccc(OCCCC(=O)Nc2ccc(OC)c(S(=O)(=O)N3CCOCC3)c2)cc1,9%,27%,-2%,-10%,-2%,0.6,7%,-25
CC1CCCC(NC(=O)c2ccc3c(c2)NC(=O)CS3)C1C (stereo not given),-20%,-14%,-1%,6%,2%,-0.1,-8%,1

# One compound at a time, as listed above:
# CCS(=O)(=O)C1=NSC2=NC(=O)/C(=C\c3ccc(OS(=O)(=O)c4ccccc4)c(OC)c3)C(=N)N21 is listed with EPAC1 antag: -17%; FUS yeast rescue: 38%; Abeta yeast res: x; PLK1 PBD block: 27µM*; WRN helicase inh: -21%; IL2 activator: 0.0; EPAC1 agonist: -6%; PI5P4Ka inh: -67*
# Cc1nc(-c2ccc(S(=O)(=O)Nc3ccccc3C)cc2)co1 is listed with EPAC1 antag: -9%; FUS yeast rescue: -13%; Abeta yeast res: -22%; PLK1 PBD block: -11%; WRN helicase inh: 3%; IL2 activator: -0.6; EPAC1 agonist: -11%; PI5P4Ka inh: 4

# Remaining list, next part
SMILES,EPAC1 antag,FUS yeast rescue,Abeta yeast res,PLK1 PBD block,WRN helicase inh,IL2 activator,EPAC1 agonist,PI5P4Ka inh
Cc1ccc(NC(=O)c2cc(=O)[nH]c3ccc(S(=O)(=O)N4CCOCC4)cc23)cc1,-8%,-6%,-3%,-17%,4%,-0.1,12%,1
COc1ccc(NC(=O)c2ccc(COCC(F)(F)C(F)F)cc2)cc1OC,-4%,x,u,-3%,-16%,-0.7,-15%,0
COc1ccc(C(=O)Nc2ccc(NC(=O)C3CC3)nc2)cc1,-23%,10%,2%,1%,-14%,-1.8,-6%,-11
N#Cc1c(Nc2ccccc2)c(/C=N/NCCO)c[nH]c1=O,-15%,15%,12%,-12%,3%,-0.6,9%,-26
Cc1nn(C)cc1-c1csc(N)n1,-10%,-2%,-3%,-4%,7%,-3.4,-5%,1
Cc1ccccc1NC(=O)c1cc(S(=O)(=O)N2CCOCC2)cn1C,4%,-20%,3%,-7%,-6%,-1.8,1%,-3
Cc1ccccc1CNS(=O)(=O)c1ccc2c(c1)OCCO2,4%,-1%,15%,2%,-10%,-1.6,9%,x
COc1ccc(OC)c(CN2CCN(C(=O)c3cc(S(=O)(=O)N4CCOCC4)ccc3C)CC2)c1,14%,20%,-7%,0%,15%,1.0,-8%,2
Cc1c(C(=O)NC2CCCCC2)oc2c1C(=O)CC(C)(C)C2,2%,6%,12%,0%,-3%,0.2,2%,x
